yeast cln2 rad14 = NCI yeast anticancer drug screen, S. cerevisiae cln2 rad14 strain; growth inhibition, % at 50 µM; 8.3% of 78,000 active;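 note: 0% = growth of vehicle-only cultures of the same strain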
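The screen exposed genetically defined yeast (cln2 rad14) to test compounds and scored growth inhibition relative to vehicle-treated controls.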
rad50 = NCI yeast anticancer drug screen, S. cerevisiae rad50 strain | growth inhibition, % at 50 µM | 10% of 79,000 active | AID 155;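 note: 0% = growth of vehicle-only cultures of the same strain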
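Yeast carrying a defined DNA repair defect were exposed to test compounds, and growth was compared with vehicle-treated controls to give percent inhibition.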
yeast bub3 = NCI yeast anticancer drug screen, S. cerevisiae bub3 mutant strain; % growth inhibition at 50 µM; 9.9% of 78,000 active;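 note: 0% = growth of vehicle-only cultures of the same strain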
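Growth of a checkpoint-deficient yeast mutant is measured after compound exposure. Values represent inhibition relative to vehicle.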
yeast mlh1 rad18 = NCI yeast anticancer drug screen, S. cerevisiae mlh1 rad18 strain; growth inhibition, % at 50 µM; 11% of 79,000 active;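 note: 0% = growth of vehicle-only cultures of the same strain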
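In this whole-cell yeast screen, a strain with altered DNA damage repair is challenged with compound, and its growth is measured against matched vehicle-treated controls.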
yeast mec2-1 = NCI yeast anticancer drug screen, S. cerevisiae mec2-1 strain. % growth inhibition at 50 µM. AID 157. 9% of 79,000 active;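 note: 0% = growth of vehicle-only cultures of the same strain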
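Mutant yeast (mec2-1) grown with compound; growth inhibition relative to vehicle control reported.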
sgs1 mgt1 = NCI yeast anticancer drug screen, S. cerevisiae sgs1 mgt1 strain | 10% of 78,000 active | % growth inhibition at 50 µM;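 note: 0% = growth of vehicle-only cultures of the same strain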
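Mutant yeast exposed to compound; growth scored against vehicle-only wells.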
The depositor's hits bear a star; & = joins results of further samples. Cut-off read from the data, not from the text of the source: active = growth inhibition above about 70%; inactive = the rest.

Screening CCOC(=O)C(=O)Nc1ccccc1C(C)C returned yeast cln2 rad14 -7, rad50 12, yeast bub3 -9, yeast mlh1 rad18 6, yeast mec2-1 6 and sgs1 mgt1 0.
For Cc1ccc(SCCCCC2=C(O)c3ccccc3C(=O)C2=O)cc1 the results were yeast cln2 rad14 -7, rad50 15, yeast bub3 8, yeast mlh1 rad18 1, yeast mec2-1 2 and sgs1 mgt1 0.
Screening COc1ccc(/C=N/N=C(\N)NO)c(O)c1 returned yeast cln2 rad14 24, rad50 -3, yeast bub3 -8, yeast mlh1 rad18 -4, yeast mec2-1 -5 and sgs1 mgt1 4.
`O=[N+]([O-])c1ccccc1S(=O)c1ccccc1[N+](=O)[O-]` gave yeast cln2 rad14 21, rad50 16, yeast bub3 39, yeast mlh1 rad18 15, yeast mec2-1 22 and sgs1 mgt1 34.
Screening CCN(CC)CCNC(=O)c1c(C)cc(C)cc1C returned yeast cln2 rad14 -53, rad50 -5, yeast bub3 -2, yeast mlh1 rad18 11, yeast mec2-1 0 and sgs1 mgt1 0.
COc1cccc(C=O)c1O was read as yeast cln2 rad14 -24, rad50 75*, yeast bub3 -9, yeast mlh1 rad18 62, yeast mec2-1 1 and sgs1 mgt1 18.
`Cc1ccc(NC(=O)C2C(=O)N(c3ccc(C)cc3)C(=O)/C2=N\NC(N)=S)cc1` (stereo not drawn) gave yeast cln2 rad14 -10, rad50 -30, yeast bub3 -10, yeast mlh1 rad18 -27, yeast mec2-1 -25 and sgs1 mgt1 -38.
Screening CSc1cc(C)c(OC(=O)Nc2cc(C)ccc2C)c(C)c1 returned yeast cln2 rad14 1, rad50 -3, yeast bub3 33, yeast mlh1 rad18 10, yeast mec2-1 1 and sgs1 mgt1 3.
`CCOC(=O)/C(=C/c1ccc2ccccc2c1)P(=O)(OCC)OCC` gave yeast cln2 rad14 71*, rad50 77*, yeast bub3 76*, yeast mlh1 rad18 58, yeast mec2-1 69 and sgs1 mgt1 67.
Screening CC(C)C(=O)Nc1cc(Cl)ccc1Cl returned yeast cln2 rad14 -11, rad50 13, yeast bub3 -12, yeast mlh1 rad18 10, yeast mec2-1 27 and sgs1 mgt1 29.
Screening CC(O)CC(C)O (stereo not drawn) returned yeast cln2 rad14 -3, rad50 2, yeast bub3 6, yeast mlh1 rad18 2, yeast mec2-1 -5 and sgs1 mgt1 3.
For OC(c1cc(-c2ccccc2)nc2cc(Cl)ccc12)C1CCCCN1 (stereo not drawn) the results were yeast cln2 rad14 15, rad50 9, yeast bub3 75*, yeast mlh1 rad18 54, yeast mec2-1 26 and sgs1 mgt1 37.

Molecules listed so far that have an aryl thioether with sulfur outside any ring, in the order listed:
For Cc1ccc(SCCCCC2=C(O)c3ccccc3C(=O)C2=O)cc1 the results were yeast cln2 rad14 -7, rad50 15, yeast bub3 8, yeast mlh1 rad18 1, yeast mec2-1 2 and sgs1 mgt1 0.
Screening CSc1cc(C)c(OC(=O)Nc2cc(C)ccc2C)c(C)c1 returned yeast cln2 rad14 1, rad50 -3, yeast bub3 33, yeast mlh1 rad18 10, yeast mec2-1 1 and sgs1 mgt1 3.

Next section
Screening CCOC(=O)C(c1ccsc1)C(C(=O)OCC)c1cccs1 (stereo not drawn) returned yeast cln2 rad14 -3, rad50 3, yeast bub3 26, yeast mlh1 rad18 17, yeast mec2-1 23 and sgs1 mgt1 -5.
Screening O=C1C=CC=C/C1=C1\N=C(c2ccccc2OCC(=O)c2ccccc2)SS1 returned yeast cln2 rad14 2, rad50 18, yeast bub3 10, yeast mlh1 rad18 -36, yeast mec2-1 14 and sgs1 mgt1 14.
`O=C(CN1CCN(c2ccccc2)CC1)n1cnc2ccc([N+](=O)[O-])cc21` gave yeast cln2 rad14 -82, rad50 -20, yeast bub3 -66, yeast mlh1 rad18 -14, yeast mec2-1 -20 and sgs1 mgt1 -18.
`Cc1ncc([N+](=O)[O-])n1CCNCCCn1ccnc1[N+](=O)[O-]` gave yeast cln2 rad14 -9, rad50 -10, yeast bub3 -10, yeast mlh1 rad18 -44, yeast mec2-1 -7 and sgs1 mgt1 -17.
COc1ccc(C(c2ccc(OC)c(OC)c2)C(Cl)(Cl)Cl)cc1OC was read as yeast cln2 rad14 86*, rad50 89*, yeast bub3 88*, yeast mlh1 rad18 92*, yeast mec2-1 93* and sgs1 mgt1 94*.
For CCOC(=O)Nc1ccc(SCC2COC(Cn3ccnc3)(c3ccc(Cl)cc3Cl)O2)cc1 (stereo not drawn) the results were yeast cln2 rad14 98*, rad50 97*, yeast bub3 94*, yeast mlh1 rad18 95*, yeast mec2-1 96* and sgs1 mgt1 49.
Screening COc1cccc2c1C(=O)c1c(O)c3c(c(O)c1C2=O)CC(O)(C(C)=O)CC3OC1CC(NC(=O)C(N)CCCCN)C(O)C(C)O1 (stereo not drawn) returned yeast cln2 rad14 6, rad50 6, yeast bub3 21, yeast mlh1 rad18 21, yeast mec2-1 14 and sgs1 mgt1 14.
Screening O=C(O)CCNCC(=O)O returned yeast cln2 rad14 3, rad50 -28, yeast bub3 -22, yeast mlh1 rad18 -24, yeast mec2-1 -33 and sgs1 mgt1 -22.
`C[CH2][Sn]([CH2]C)([n]1c2ccccc2c2c(C)c3cnccc3c(C)c21)[n]1c2ccccc2c2c(C)c3cnccc3c(C)c21` gave yeast cln2 rad14 44, rad50 72*, yeast bub3 26, yeast mlh1 rad18 71*, yeast mec2-1 15 and sgs1 mgt1 26.
O=C(O)c1ccccc1N=Cc1ccccc1Cl was read as yeast cln2 rad14 -15, rad50 12, yeast bub3 -13, yeast mlh1 rad18 6, yeast mec2-1 -4 and sgs1 mgt1 1.
For COC(=O)c1c(C(=O)Nc2ccccc2)c(-c2ccccc2)n(NC(N)=O)c1C the results were yeast cln2 rad14 -17, rad50 8, yeast bub3 -2, yeast mlh1 rad18 17, yeast mec2-1 3 and sgs1 mgt1 4.
For O=C(c1ccncc1)c1c(Cc2ccccc2)ccc2ccccc12 the results were yeast cln2 rad14 -4, rad50 0, yeast bub3 5, yeast mlh1 rad18 -1, yeast mec2-1 -1 and sgs1 mgt1 -9.
For CCN(CC)CCn1c2ccccc2c(=O)c2c(O)ccc(O)c21 the results were yeast cln2 rad14 4, rad50 15, yeast bub3 7, yeast mlh1 rad18 -1, yeast mec2-1 -1 and sgs1 mgt1 3.
`Nn1c(CCCl)nc2c(Br)cc(Br)cc2c1=O` gave yeast cln2 rad14 3, rad50 14, yeast bub3 13, yeast mlh1 rad18 8, yeast mec2-1 3 and sgs1 mgt1 -2.
For CCCCCCCCCCCCOc1ccc(C=Nc2ccc(C)cc2)cc1 the results were yeast cln2 rad14 -61, rad50 -33, yeast bub3 -1, yeast mlh1 rad18 -15, yeast mec2-1 -15 and sgs1 mgt1 14.
CC(C)[O-].CC(C)[O-].O=c1cccccc1[O-].O=c1cccccc1[O-].[Ti+4] was read as yeast cln2 rad14 11, rad50 -13, yeast bub3 -2, yeast mlh1 rad18 22, yeast mec2-1 1 and sgs1 mgt1 14.
`OCC1OC(n2cnc3c(Cl)ncnc32)C(O)C1O` (stereo not drawn) gave yeast cln2 rad14 -26&-2, rad50 15&-7, yeast bub3 -16&9, yeast mlh1 rad18 -3&26, yeast mec2-1 -3&23 and sgs1 mgt1 -7&13.
`COC(=O)c1ccc(NCc2cc(O)ccc2O)cc1O` gave yeast cln2 rad14 68, rad50 89*, yeast bub3 85*, yeast mlh1 rad18 91*, yeast mec2-1 91* and sgs1 mgt1 84*.
Screening CC12CCC(=O)C3C1CCCC32 returned yeast cln2 rad14 1, rad50 0, yeast bub3 -2, yeast mlh1 rad18 -22, yeast mec2-1 -6 and sgs1 mgt1 -14.
`CN(C)c1ccc2c(c1Cl)CN1CC(=O)NC1=N2` gave yeast cln2 rad14 -3, rad50 20, yeast bub3 -1, yeast mlh1 rad18 -3, yeast mec2-1 6 and sgs1 mgt1 10.
For N#CC(C#N)=CNCCN1CCN(C=C(C#N)C#N)CC1 the results were yeast cln2 rad14 7, rad50 -15, yeast bub3 -29, yeast mlh1 rad18 -10, yeast mec2-1 -9 and sgs1 mgt1 -10.
`Cc1cc(N(CCC#N)CCC#N)ccc1/C(N=Nc1ccc(C(=O)O)cc1)=N\NC(=O)c1cc(Cl)ccc1O` gave yeast cln2 rad14 -12, rad50 -11, yeast bub3 -17, yeast mlh1 rad18 -30, yeast mec2-1 -15 and sgs1 mgt1 -7.
Screening CCOC(=O)Cc1csc(NC(NC(=O)OCC)(C(=O)OCC)C(F)(F)F)n1 (stereo not drawn) returned yeast cln2 rad14 -4, rad50 2, yeast bub3 -12, yeast mlh1 rad18 -6, yeast mec2-1 0 and sgs1 mgt1 -18.
CC1(C)CC(C)(C)C1=NNC(N)=O was read as yeast cln2 rad14 20, rad50 19, yeast bub3 -3, yeast mlh1 rad18 -12, yeast mec2-1 8 and sgs1 mgt1 13.

Reprinted from the part before: 2 entries; new compounds follow.
Screening CCOC(=O)Cc1csc(NC(NC(=O)OCC)(C(=O)OCC)C(F)(F)F)n1 (stereo not drawn) returned yeast cln2 rad14 -4, rad50 2, yeast bub3 -12, yeast mlh1 rad18 -6, yeast mec2-1 0 and sgs1 mgt1 -18.
CC1(C)CC(C)(C)C1=NNC(N)=O was read as yeast cln2 rad14 20, rad50 19, yeast bub3 -3, yeast mlh1 rad18 -12, yeast mec2-1 8 and sgs1 mgt1 13.
Cc1cc2c(cc1C)[n+]([O-])c(-c1nc3ccccc3s1)c(N)[n+]2[O-] was read as yeast cln2 rad14 81*, rad50 88*, yeast bub3 94*, yeast mlh1 rad18 95*, yeast mec2-1 76* and sgs1 mgt1 81*.
Screening Cc1cc(Br)cc(Cl)c1O returned yeast cln2 rad14 -11, rad50 -22, yeast bub3 -30, yeast mlh1 rad18 -12, yeast mec2-1 -8 and sgs1 mgt1 7.
For CC1(C(Cl)(Cl)Cl)C=CC(=NNc2ccc([N+](=O)[O-])cc2[N+](=O)[O-])C=C1 (stereo not drawn) the results were yeast cln2 rad14 -10, rad50 1, yeast bub3 -3, yeast mlh1 rad18 23, yeast mec2-1 -9 and sgs1 mgt1 8.
`COc1ccc2c(CCNC(C)=O)c(C(C)=O)[nH]c2c1` gave yeast cln2 rad14 16, rad50 -10, yeast bub3 -12, yeast mlh1 rad18 36, yeast mec2-1 -3 and sgs1 mgt1 12.
For O=C(N/N=C/c1cccc(O)c1O)N/N=C/c1cccc(O)c1O the results were yeast cln2 rad14 -4, rad50 30, yeast bub3 20, yeast mlh1 rad18 38, yeast mec2-1 16 and sgs1 mgt1 24.
`COc1ccc2c(c1)C(Cc1ccc(Oc3ccc(CC4c5cc(OC)ccc5CC[N+]4(C)C)cc3)cc1)[N+](C)(C)CC2` (stereo not drawn) gave yeast cln2 rad14 72*, rad50 97*, yeast bub3 85*, yeast mlh1 rad18 99*, yeast mec2-1 97* and sgs1 mgt1 99*.
O=[N+]([O-])/C(=C\c1cccs1)c1ccccc1 was read as yeast cln2 rad14 99*, rad50 99*, yeast bub3 100*, yeast mlh1 rad18 99*, yeast mec2-1 100* and sgs1 mgt1 100*.
COc1ccc(OC)c(NC(=O)Nc2cc(Cl)ccc2C)c1 was read as yeast cln2 rad14 -6, rad50 4, yeast bub3 19, yeast mlh1 rad18 5, yeast mec2-1 1 and sgs1 mgt1 -2.
C/C=C/C=N/n1c(CCC)nc2ccccc2c1=O was read as yeast cln2 rad14 -13, rad50 5, yeast bub3 48, yeast mlh1 rad18 37, yeast mec2-1 30 and sgs1 mgt1 19.
Screening O=C(c1c(F)c(F)c(F)c(F)c1F)n1c(=S)n(C(=O)c2c(F)c(F)c(F)c(F)c2F)c2ccccc21 returned yeast cln2 rad14 8, rad50 42, yeast bub3 49, yeast mlh1 rad18 86*, yeast mec2-1 71* and sgs1 mgt1 62.

Grouped by structure: the entries above with bromine
`Nn1c(CCCl)nc2c(Br)cc(Br)cc2c1=O` gave yeast cln2 rad14 3, rad50 14, yeast bub3 13, yeast mlh1 rad18 8, yeast mec2-1 3 and sgs1 mgt1 -2.
Screening Cc1cc(Br)cc(Cl)c1O returned yeast cln2 rad14 -11, rad50 -22, yeast bub3 -30, yeast mlh1 rad18 -12, yeast mec2-1 -8 and sgs1 mgt1 7.

From PubChem BioAssay
